TAAR1 ag: human TAAR1 agonism; CHO RD-HGA16 TAAR1, Fluo-8 calcium fluorescence; vehicle wells 0%, saturating PEA agonist 100%; Q96RJ0; 360,000 tested, 0.99% active; activation, % at 3 µM;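 active = activation above the mean activation of all test compounds in the run plus 3 SD, cut at about 38% in these data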
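System: CHO RD-HGA16 cells carrying human TAAR1 plus Gα16; Incubation: 17-24 h seeding, 75 min 37 °C dye, 30 min RT; Measured by: Fluo-8 fluorescence, 5 s baseline then 140 s kinetic read; Control set: DMSO and PEA EC100; Replication: single well for each compound.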
M1 ag: agonists of human M1 muscarinic receptor; P11229; CHO-K1 hM1, Fluo-8 calcium fluorescence, agonist mode; 0% DMSO, 100% acetylcholine EC100; activation, % at 3 µM; 360,000 tested, 0.33% active; AID 588814;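 active = activation above the run's mean compound activation plus 3 SD, cut at about 16% in these data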;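 note: peak over basal fluorescence ratio within a 140 s kinetic read after compound addition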
M1 antag: blocks human M1 muscarinic receptor. P11229. CHO-K1 hM1, Fluo-8 calcium fluorescence, ACh EC80 antagonist. inhibition, % at 3 µM. 360,000 tested, 1.3% active. AID 588852;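 active = percent inhibition above its own plate's cutoff, namely the mean of that plate's compound wells plus 3 SD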;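 note: peak over basal fluorescence ratio during 140 s after agonist addition; 0% = ACh EC80 plus DMSO and 100% = DMSO alone without agonist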
CHO-K1 Ca PAM: nonselective activator or artifact in parental CHO-K1 calcium assay; ATP EC20, Fluo-8 calcium fluorescence; 0% at ATP EC20, 100% at ATP max; activation, % at 3 µM; 360,000 tested, 0.02% active;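 active = activation above the run cutoff, the mean activation of all test compounds plus 3 SD, cut at about 40% in these data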;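 note: peak over basal fluorescence ratio in a 140 s read after ATP addition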
OXTR potentiate: potentiates the human oxytocin receptor response; AID 2445; CHO-OTR cells, Fluo-8 calcium fluorescence, potentiator mode; 0% = oxytocin EC15, 100% = EC100; 320,000 tested, 0.061% active; P30559; activation, % at 3 µM;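 active = activation above that plate's cutoff, the mean activation of tested compounds plus 3 SD, cut at about 6.6% in these data, passing the limit was not always enough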;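 note: 100% uses oxytocin at 75 nM as the full agonist control; some results filed as inactive read as strong as hits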
Target sequence (P30559 whole entry, looked up): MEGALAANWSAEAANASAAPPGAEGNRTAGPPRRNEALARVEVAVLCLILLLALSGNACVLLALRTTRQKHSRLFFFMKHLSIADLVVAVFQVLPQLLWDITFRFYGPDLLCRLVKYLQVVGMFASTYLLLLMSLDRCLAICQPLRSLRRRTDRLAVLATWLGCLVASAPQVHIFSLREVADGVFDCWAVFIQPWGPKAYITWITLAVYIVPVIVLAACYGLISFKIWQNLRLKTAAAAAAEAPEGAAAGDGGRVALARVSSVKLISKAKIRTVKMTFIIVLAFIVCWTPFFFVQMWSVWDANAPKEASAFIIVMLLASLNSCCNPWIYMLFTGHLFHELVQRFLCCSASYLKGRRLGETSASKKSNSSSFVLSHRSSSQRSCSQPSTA
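Assay system: CHO cell line stably expressing human OTR | Also added: Oxytocin at about EC15, sub-maximal agonist stimulus | Times: Compound 6 min at room temperature before oxytocin, 100 s read | Measured by: Fluo-8 intracellular calcium fluorescence, ex 470-495, em 515-575 nm | Controls: EC15 oxytocin alone as 0%, 75 nM oxytocin as 100%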
TAAR1 antag: antagonists of human TAAR1. Q96RJ0. CHO RD-HGA16 TAAR1, Fluo-8 calcium fluorescence, antagonist. inhibition, % at 3 µM. 360,000 tested, 1.5% active;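 active = inhibition above a per-plate cutoff, the mean inhibition of test compounds on that plate plus 3 SD, cut at about 49% in these data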;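 note: 0% = DMSO plus EC80 beta-PEA response and 100% = DMSO alone without agonist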
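Material: CHO RD-HGA16 cells bearing hTAAR1; compound dosing: one-point dosing, 3 µM nominal final; schedule: dye loading 75 min at 37 °C, then 30 min room temperature; measured by: calcium fluorescence with Fluo-8; control set: vehicle and agonist controls; replication: n of 1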
CHO-K1 Ca antag: counter-screen for M1 antagonists: effect in parental CHO-K1 cells | inhibition, % at 3 µM | ATP-induced calcium, Fluo-8 fluorescence | 360,000 tested, 0.6% active | AID 602250;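 active = inhibition above a per-plate cutoff, the plate's mean sample inhibition plus 3 SD, cut at about 24% in these data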;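 note: 0% = DMSO plus EC80 ATP and 100% = DMSO alone without ATP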
CHO-K1 Ca ag: counter-screen for M1 agonists: effect in parental CHO-K1 cells. Fluo-8 calcium fluorescence; scaled to maximal ATP response, vehicle zero. activation, % at 3 µM. 360,000 tested, 0.48% active. AID 602248; in the data active = activation above about 15%;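 note: untransfected CHO-K1 host cells lacking M1 receptor as counterscreen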
CHO parental Ca: counter-screen for OX1R antagonists: effect in parental CHO cells; inhibition, % at 5.6 µM; 330,000 tested, 0.63% active; parental CHO-K1, ATP-induced calcium, Fluo-8 fluorescence;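 active = inhibition above that plate's mean sample inhibition plus 3 SD, cut at about 26% in these data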;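 note: 0% = ATP-challenged DMSO wells and 100% = DMSO wells without ATP; some compounds past the cut are filed as inactive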
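Test system: untransfected parental CHO cell line; also added: ATP stimulus; dosing: 5.6 µM, single dose; signal: calcium-sensitive Fluo-8 fluorescence; measure: percent inhibition of ATP-evoked calcium rise, normalized to controls; benchmarks: low control ATP plus DMSO, high control DMSO only; replication: one well per compound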
Active calls of the source: *; / = not tested or not shown.

SMILES	TAAR1 ag	M1 ag	M1 antag	CHO-K1 Ca PAM	OXTR potentiate	TAAR1 antag	CHO-K1 Ca antag	CHO-K1 Ca ag	CHO parental Ca
CC1(C)CC(=O)c2cc3c(nc2C1)CC(C)(C)CC3=O	12	-10	-10	-1	-8	-8	2	0.6	-9
COc1ccc(CNC(=O)CCC(=O)c2ccccc2)cc1	-1	-1	-3	12	-4	-15	-22	0.3	-24
CCCCn1c(=O)[nH]c2ccccc21	0	-4	3	12	-10	-8	3	0.1	-7
Cc1cc(=O)oc2ccc(OC(=O)c3cccc(S(=O)(=O)N4CCOCC4)c3)cc12	9	-3	-5	-8	-8	24	23	1.9	-30
CC(=O)N1c2ccc(S(=O)(=O)N3CCCC(C(=O)Nc4ccc(C)cc4)C3)cc2CC1C (stereo not given)	2	0	-15	14	/	10	-8	0.1	/
CC(C)CN1C2CCCC1CC(NC(=S)NCc1ccco1)C2 (stereo not given)	2	-6	18	1	-7	-8	-5	0.5	-16
CC(C)(C)N1C(=O)c2ccc(C(=O)Nc3ccc(O)cc3)cc2C1=O	12	-1	-3	26	-7	63*	-18	6.4	-11
Cc1cc(NC(=O)CSc2nc3c(c(=O)n2C)SCC3)no1	0	-2	-2	-14	-7	-5	5	0.7	-2
COc1ccc(/C=C/C(=O)c2ccc(O)cc2)cc1	1	3	-12	-3	-2	-4	-4	0.8	-1
CCCC(CCC(=O)Nc1cc([N+](=O)[O-])ccc1O)C(=O)O (stereo not given)	6	-2	-2	-2	-6	10	14	-0.4	-13

Gathered by group: those above with nitrogen in an aromatic ring.
SMILES	TAAR1 ag	M1 ag	M1 antag	CHO-K1 Ca PAM	OXTR potentiate	TAAR1 antag	CHO-K1 Ca antag	CHO-K1 Ca ag	CHO parental Ca
CC1(C)CC(=O)c2cc3c(nc2C1)CC(C)(C)CC3=O	12	-10	-10	-1	-8	-8	2	0.6	-9
CCCCn1c(=O)[nH]c2ccccc21	0	-4	3	12	-10	-8	3	0.1	-7
Cc1cc(NC(=O)CSc2nc3c(c(=O)n2C)SCC3)no1	0	-2	-2	-14	-7	-5	5	0.7	-2

Other compounds:
SMILES	TAAR1 ag	M1 ag	M1 antag	CHO-K1 Ca PAM	OXTR potentiate	TAAR1 antag	CHO-K1 Ca antag	CHO-K1 Ca ag	CHO parental Ca
CCOc1ccccc1Nc1nnc(SCC(=O)N2CCCC2)s1	-1	-3	-3	0	-1	9	4	0.0	-18
Fc1ccc(N2CCN(c3ccc4c(C(F)(F)F)cc(C(F)(F)F)nc4n3)CC2)cc1	3	-7	0	10	-16	7	-9	0.4	-27
CC(C)=NNC(=O)c1c(O)c2ccccc2[nH]c1=O	-1	-2	-12	14	-1	-15	-1	0.5	12
OCc1ccccc1O[C@@H]1O[C@H](CO)[C@@H](O)[C@H](O)[C@H]1O	2	1	-11	-4	-6	-22	9	-0.2	-11
CCc1cc2c(SCC(=O)NC(=O)c3cccn3C)ncnc2s1	5	-9	5	-2	-15	24	-5	9.4	15
CC1(C)CC(=O)c2c(noc2-c2ccccc2)C1	0	-4	-25	20	-3	-12	-11	0.2	-4
CC(=O)Oc1ccc2c(=O)c(-c3nc4ccccc4s3)coc2c1	1	-4	-16	-6	-5	9	-11	0.7	1
Cc1ccc(CSc2nnc(CC(=O)Nc3ccc(C)cc3)n2C)cc1	4	-5	1	6	0	-14	-2	0.0	-22
O=C(NNC1=NC2(CCCC2)Cc2ccccc21)c1cccnc1	6	-4	1	-17	2	3	7	0.2	-5
CCc1nc2c(OCCOc3ccc(F)cc3)cccn2c1N(C)C(=O)c1ccc(C)cc1	4	-10	30	3	/	-19	11	0.6	/

3 of the compounds above, as comma-separated lines:
mol,TAAR1 ag,M1 ag,M1 antag,CHO-K1 Ca PAM,OXTR potentiate,TAAR1 antag,CHO-K1 Ca antag,CHO-K1 Ca ag,CHO parental Ca
Fc1ccc(N2CCN(c3ccc4c(C(F)(F)F)cc(C(F)(F)F)nc4n3)CC2)cc1,3,-7,0,10,-16,7,-9,0.4,-27
OCc1ccccc1O[C@@H]1O[C@H](CO)[C@@H](O)[C@H](O)[C@H]1O,2,1,-11,-4,-6,-22,9,-0.2,-11
CC(C)(C)N1C(=O)c2ccc(C(=O)Nc3ccc(O)cc3)cc2C1=O,12,-1,-3,26,-7,63*,-18,6.4,-11

TAAR1 antag: what is marked active above
| SMILES | M1 ag | M1 antag | OXTR potentiate | TAAR1 antag |
| --- | --- | --- | --- | --- |
| CC(C)(C)N1C(=O)c2ccc(C(=O)Nc3ccc(O)cc3)cc2C1=O | -1 | -3 | -7 | 63* |

(next part)
SMILES	TAAR1 ag	M1 ag	M1 antag	CHO-K1 Ca PAM	OXTR potentiate	TAAR1 antag	CHO-K1 Ca antag	CHO-K1 Ca ag	CHO parental Ca
COc1ccc(/C(N)=N/OC(=O)c2ccco2)cc1	3	-8	-6	-4	-3	12	-5	0.5	-7
CN(CC(=O)Nc1ccccc1Br)C(=O)CCSc1ccc(F)cc1	0	-2	2	1	-5	2	-5	1.7	-25
Cc1csc(NC(=O)Nc2ccc(Cl)cc2)n1	22	2	16	1	-21	26	15	9.2	-2
CNc1ccccc1C(C)(C)c1cc(-c2cccc([N+](=O)[O-])c2)no1	4	-5	-3	0	-16	-3	2	-0.1	-6

Assay outcomes from PubChem.
